Compound activity: PubChem BioAssay, National Center for Advancing Translational Sciences (NCATS)
D1 ag = agonists of human D1 dopamine receptor; P21728; HEK293 T-REx D1 cells, calcium flux, agonist mode; activation, % at 2 µM; 360,000 tested, 1% active; AID 504660; in the data active = activation above about 30%; note: 0% is about no effect
Target sequence (P21728 whole entry, looked up): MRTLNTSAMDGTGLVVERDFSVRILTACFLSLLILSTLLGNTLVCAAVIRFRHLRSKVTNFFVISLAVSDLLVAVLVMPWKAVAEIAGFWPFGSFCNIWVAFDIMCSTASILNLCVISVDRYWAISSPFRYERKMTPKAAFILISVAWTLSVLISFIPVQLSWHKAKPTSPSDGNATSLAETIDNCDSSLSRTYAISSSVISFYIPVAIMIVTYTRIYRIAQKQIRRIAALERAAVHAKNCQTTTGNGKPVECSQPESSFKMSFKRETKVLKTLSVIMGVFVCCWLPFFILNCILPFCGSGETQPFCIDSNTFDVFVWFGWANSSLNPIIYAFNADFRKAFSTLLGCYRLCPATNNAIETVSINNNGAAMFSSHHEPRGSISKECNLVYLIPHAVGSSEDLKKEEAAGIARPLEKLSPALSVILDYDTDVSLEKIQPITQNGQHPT
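Agonism was scored from calcium flux recorded over 180 s (1 read/s) after pintool compound addition, following a 10-cycle baseline. Cells were inducible force-coupled HEK293 TREx D1, plated overnight at 30 C and loaded with no-wash calcium dye.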
D1 potentiator = human D1 dopamine receptor positive modulation; P21728; HEK293 TREx D1 cells, calcium flux, dopamine EC20 potentiation; potentiation, % at 10 µM; 360,000 tested, 0.036% active; AID 504651; in the data active = potentiation above about 30%; note: 0% is about no effect
LDHA inh = LDHA (human) enzyme inhibition; activity change, % (values are at about 110 or 230 µM); P00338; 480,000 tested, 0.15% active; purified LDHA, NADH/diaphorase-resazurin fluorescence; hits give low values; in the data active = activity change below about -30%; inconclusive = mostly about -25% to -30%;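 note: plate controls were DMSO wells for no effect and wells without enzyme for full effect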
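Enzyme activity of human lactate dehydrogenase 5 (2 nM; 0.06 mM NADH, 0.2 mM pyruvate, 5 min, RT) is measured via a resazurin/diaphorase fluorescence readout of residual NADH.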
Glioma ERSR ind = inducers of ER stress response in human glioma cells | U87-MG GRP78 promoter luciferase reporter, 16 h | 420,000 tested, 0.02% active | Potency, µM, without a hit: at the top dose activation, most hits filed as activators; note: potency is the fitted concentration of half-maximal effect; series mostly up to about 76 µM; % of control where 0% means no effect; nearly all actives have a fitted effect of over 35% in size
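Stably transfected U87-MG glioma cells carrying a GRP78-based luciferase sensor; 16 h compound incubation. Luminescence end-point read 10 min after Bright-Glo addition at room temperature.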
D2 potentiator = D2 dopamine receptor (human) potentiation; P14416; potentiation, % at 10 µM; HEK293 T-REx D2, calcium flux, EC20 dopamine potentiation; 340,000 tested, 0.34% active;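 active = potentiation over 3 SD above the plate norm, cut at about 30% in these data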; note: 0% is about no effect
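Tetracycline-induced HEK293 T-REx cells force-coupled to calcium signalling expressed D2; compounds were pin-added after a 10 s baseline, read kinetically 180 s, then an EC20 dopamine challenge followed with a further 180 s calcium read.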
RXFP1 agonist = activates the human relaxin receptor RXFP1 | AID 2676 | 370,000 tested, 0.3% active | HEK293T-RXFP1 cAMP TR-FRET, 30 min; response scale: percent of porcine relaxin response, buffer zero | Potency, µM (doses to about 57.5 µM), for the others: at the highest dose activation, usual class: activators | Q9HBX9; note: potency is the fitted concentration of half-maximal effect; % is set by controls: 0 for no effect and ±100 for the full control effect; nearly all actives have a fitted effect of over 60% in size; many of its hits are not listed in these tables
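cAMP rise read by TR-FRET after 30 min, 37C compound exposure (up to 58 uM) in RXFP1-transfected HEK293 cells with Ro 20174 present. EC50 from Hill-equation fits, with 29 nM porcine relaxin as 100% and buffer as basal.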
D1 antagonist = blocks dopamine activation of the human D1 receptor. 360,000 tested, 3.2% active. activity change, negative = inhibition, % at 10 µM. AID 504652. HEK293 TREx D1 cells, calcium flux, dopamine EC80; hits give low values; in the data active = activity change below about -30%; note: % is set by controls: 0 for no effect and ±100 for the full control effect
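Kinetic fluorescence of a calcium dye serves as the read-out. D1-expressing Hek293 Trex cells, induced overnight at 30 C, are exposed to compound for 180 s before an EC80 dopamine addition, then read 180 s further.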
Vif-A3F inh = inhibitors of Vif-A3F interaction | HeLa A3F-eYFP + Vif (tagged APOBEC3F with the HIV-1 protein that degrades it), YFP fluorescence increase | Potency, µM (doses to about 46.1 µM), inactives show at the highest dose activity, negative = active | 390,000 tested, 0.2% active; note: potency is the fitted concentration of half-maximal effect; % of control where 0% means no effect; nearly all actives have a fitted effect of over 65% in size
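HeLa cells stably expressing Vif plus C-terminally eYFP-tagged A3F were seeded, incubated overnight at 37 deg C, dosed with compound, incubated overnight again at 37 deg C. Yellow fluorescence (Ex 488/Em 500-530) reported blocked Vif-mediated A3F-eYFP degradation.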
Vif-A3G inh = Vif-A3G binding inhibition. Q9HC16. HeLa A3G-eYFP + Vif (tagged APOBEC3G with the HIV-1 protein that degrades it), YFP fluorescence, overnight. Potency, µM (doses to about 46.1 µM), inactives show at the top dose activity, negative = active, actives largely listed as inhibitors. 410,000 tested, 0.076% active. AID 602310;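 note: potency is the fitted concentration of half-maximal effect; % is set by controls: 0 for no effect and ±100 for the full control effect; nearly all actives have a fitted effect of over 60% in size; hits raise eYFP signal because A3G escapes Vif-driven loss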
Target sequence (Q9HC16 whole entry, looked up): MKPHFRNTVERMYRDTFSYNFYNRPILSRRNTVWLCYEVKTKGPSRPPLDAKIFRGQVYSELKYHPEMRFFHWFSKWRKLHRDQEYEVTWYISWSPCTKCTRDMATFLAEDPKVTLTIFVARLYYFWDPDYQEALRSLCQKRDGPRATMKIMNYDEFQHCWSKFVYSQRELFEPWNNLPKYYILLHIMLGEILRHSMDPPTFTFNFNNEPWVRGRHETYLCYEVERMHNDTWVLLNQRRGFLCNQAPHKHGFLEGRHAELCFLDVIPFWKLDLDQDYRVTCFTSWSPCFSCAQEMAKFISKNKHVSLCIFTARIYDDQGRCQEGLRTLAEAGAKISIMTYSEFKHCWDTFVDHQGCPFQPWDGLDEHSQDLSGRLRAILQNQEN
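HeLa cells stably expressing Vif and C-terminally eYFP-tagged A3G, seeded overnight at 37 deg C, then exposed to compound by pintool overnight at 37 deg C. Rise in yellow fluorescence (Ex 488/Em 500-530, Acumen) marks blocked Vif-driven A3G degradation.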
Numbers without * were called inactive; ? = inconclusive; . = not tested or not shown; & = joins results of further samples. Unless noted, calls come from the whole dose curve; as a rule, active = well fitted curve in the direction sought with a large enough effect; inconclusive = small, poorly fitted or top-dose-only effect, or another doubt; inactive = no such curve, though single readings can be large; an effect the other way counts as inactive or inconclusive. The list is partial; rates above refer to the full screens.

SMILES | D1 ag | D1 potentiator | LDHA inh | Glioma ERSR ind | D2 potentiator | RXFP1 agonist | D1 antagonist | Vif-A3F inh | Vif-A3G inh
CCCOc1ccccc1C(=O)N1CCCCC1CCN1CCCCC1 (stereo not given) | 4 | 1 | -3&-6 | -3% | -13 | -0.2% | 6 | -9% | 9%
Cc1ccc(S(=O)(=O)NNC(=S)NCCc2ccccc2)cc1 | 0 | 0 | -3 | 2% | -7 | 0.3% | -14 | ? | 0%
CCN(CC)C(=O)NCc1c(C)cc(C)cc1C | 0 | 8 | -11 | -2% | -1 | 0.6% | 3 | -1% | 11%
CCOC(=O)c1oc2ccc(S(=O)(=O)N3CCOCC3)cc2c1C | 1 | -2 | -11 | -3% | 10 | -0.8% | -21 | -14% | 0%
CC(=O)Nc1ccc(S(=O)(=O)NNC(=O)c2ccc([N+](=O)[O-])cc2)cc1 | 5 | -1 | 0 | 0% | 0 | 0.7% | 1 | -3% | -2%
O=C(O)CCCN1C(=O)/C(=C\C(Cl)=C\c2ccccc2)SC1=S | 2 | 0 | 1 | -17% | 1 | 1.0% | -13 | -25% | ?
Cn1sc(NC(=O)c2cccc(Cl)c2)nc1=O | 0 | 7 | -6 | 9% | 4 | 1.3% | 16 | -9% | 2%
CCC(=O)c1cc2c(C)cc(=O)oc2c(C)c1OC(C)=O | 4 | 1 | 2 | -5% | -7 | 4.7% | 6 | 2% | ?
Cc1ccc(CN(C(=O)c2cc3ccccc3oc2=O)C2CCS(=O)(=O)C2)cc1 (stereo not given) | 1 | -3 | 1&1 | 8% | -6 | -3.4% | -10 | 9% | 0%
COc1ccc(S(=O)(=O)N(C)CC(=O)NCc2ccco2)cc1OC | 2 | 1 | 2 | 0% | -20 | -1.1% | -7 | 0% | 0%
Cc1ccc(CN2C(=O)CCC2C(=O)NCCN2CCOCC2)cc1 (stereo not given) | 3 | -9 | -4 | -2% | 0 | 1.8% | -8 | -6% | 0%
COc1ccc2nc(N=Nc3c(O)ccc4ccccc34)sc2c1 | 1 | -6 | . | . | -2 | -2.7% | 6 | . | .
Cc1ccc(CNC(=O)c2cc(-c3ccc(C)cc3)nc3n[nH]c(-c4ccc(F)cc4)c23)cc1 | 3 | -1 | -11 | 4% | 9 | 27% | -4 | -4% | 8%
COc1ccccc1/C=N/NC(=O)c1nnn(-c2nonc2N)c1-c1cccs1 | 0 | 4 | 0 | -3% | -10 | 0.0% | -1 | 8% | 2%
COc1cccc(CNC2CCCc3ccccc32)c1OC (stereo not given) | 0 | -1 | -15 | -5% | -9 | 1.0% | 12 | -18% | -2%
CCn1nnc2cc(C(=O)Nc3ccc(Br)cc3F)ccc21 | 1 | 1 | 2 | -1% | 8 | 0.3% | -14 | 2% | 2%
COc1ccc(N(CC(=O)NCCC2=CCCCC2)S(C)(=O)=O)cc1 | 0 | -7 | -6 | -1% | 12 | -3.5% | -20 | -6% | 3%
COc1ccc(/C=C2\N=C3CCCCCN3C2=O)cc1OC | 1 | -2 | -1 | -4% | 11 | 2.5% | 8 | -7% | 1%
COc1ccc(CNC(=O)COC(=O)[C@H](Cc2c[nH]c3ccccc23)NC(=O)c2cccs2)cc1 | 4 | -8 | 1 | -4% | 3 | -0.2% | -19 | 1% | -1%
COc1ccc(C(=O)COC(=O)CCCN=C2NS(=O)(=O)c3ccccc32)c(OC)c1 | 21 | -3 | 0 | -3% | 7 | 2.9% | -5 | -5% | 0%
COc1cccc(/C=N/n2c(=S)n(C)c3cc(C)c(C)cc32)c1OC | 1 | 2 | -7 | -3% | 11 | 2.3% | -20 | 9% | 1%
Cc1[nH]n(-c2ccccc2)c(=O)c1S(=O)(=O)c1ccccc1 | 2 | -6 | -2 | -1% | 2 | 2.4% | -7 | -14% | 1%
COc1ccc(Cl)cc1NC(=O)CSc1nnc(C2CC2)n1N | 1 | -4 | 1 | -3% | 31* | -1.3% | -3 | -7% | 0%
COc1cccc(C2/C(=C(/O)c3ccc4c(c3)CC(C)O4)C(=O)C(=O)N2CC2CCCO2)c1 (stereo not given) | 1 | -7 | -1 | -4% | 9 | 29% | -12 | 1% | -13%
CCOC(=O)c1c(NC(=O)c2nn(CC)cc2Br)sc(C)c1C | -1 | -4 | -5 | 1% | . | 1.1% | 6 | -1% | -4%

11 of the compounds above, tab-delimited:
mol	D1 ag	D1 potentiator	LDHA inh	Glioma ERSR ind	D2 potentiator	RXFP1 agonist	D1 antagonist	Vif-A3F inh	Vif-A3G inh
CCCOc1ccccc1C(=O)N1CCCCC1CCN1CCCCC1 (stereo not given)	4	1	-3&-6	-3%	-13	-0.2%	6	-9%	9%
Cc1ccc(S(=O)(=O)NNC(=S)NCCc2ccccc2)cc1	0	0	-3	2%	-7	0.3%	-14	?	0%
CCN(CC)C(=O)NCc1c(C)cc(C)cc1C	0	8	-11	-2%	-1	0.6%	3	-1%	11%
CCOC(=O)c1oc2ccc(S(=O)(=O)N3CCOCC3)cc2c1C	1	-2	-11	-3%	10	-0.8%	-21	-14%	0%
CC(=O)Nc1ccc(S(=O)(=O)NNC(=O)c2ccc([N+](=O)[O-])cc2)cc1	5	-1	0	0%	0	0.7%	1	-3%	-2%
O=C(O)CCCN1C(=O)/C(=C\C(Cl)=C\c2ccccc2)SC1=S	2	0	1	-17%	1	1.0%	-13	-25%	?
Cn1sc(NC(=O)c2cccc(Cl)c2)nc1=O	0	7	-6	9%	4	1.3%	16	-9%	2%
CCC(=O)c1cc2c(C)cc(=O)oc2c(C)c1OC(C)=O	4	1	2	-5%	-7	4.7%	6	2%	?
Cc1ccc(CN(C(=O)c2cc3ccccc3oc2=O)C2CCS(=O)(=O)C2)cc1 (stereo not given)	1	-3	1&1	8%	-6	-3.4%	-10	9%	0%
COc1ccc(S(=O)(=O)N(C)CC(=O)NCc2ccco2)cc1OC	2	1	2	0%	-20	-1.1%	-7	0%	0%
Cc1ccc(CN2C(=O)CCC2C(=O)NCCN2CCOCC2)cc1 (stereo not given)	3	-9	-4	-2%	0	1.8%	-8	-6%	0%

The list continues:
SMILES | D1 ag | D1 potentiator | LDHA inh | Glioma ERSR ind | D2 potentiator | RXFP1 agonist | D1 antagonist | Vif-A3F inh | Vif-A3G inh
Cc1c([N+](=O)[O-])c([N+](=O)[O-])nn1CC(=O)NCCc1ccccc1 | 4 | -1 | -8 | -2% | -2 | 0.2% | 4 | -10% | 3%
COc1ccc(NC(=O)CC2C(=O)N(C)C(=S)N2Cc2ccc3c(c2)OCO3)cc1 (stereo not given) | 7 | 10 | 3 | -1% | -8 | -0.5% | 1 | -9% | -8%
O=C(CNC(=O)c1ccco1)NNC(=O)c1cccc(Cl)c1 | . | . | 0 | -2% | . | . | . | -14% | 3%
Cc1ccc(-c2cccc([C@H]3[C@@H]4C=CC[C@@H](C)[C@@H]4C(=O)N3Cc3ccccc3)c2)cc1 | . | . | 1 | -2%&-6% | . | . | . | 7% | 1%
CC(=O)c1cccc(N(CC(=O)N2CCCC2)S(C)(=O)=O)c1 | -1 | -2 | -5 | -4% | 7 | 3.2% | 16 | -9% | 0%
CNC(=O)c1ccc(OCc2ccccc2)c(OC)c1 | 3 | -2 | -5 | 2% | -2 | 0.0% | 3 | -3% | -2%
CN(C)S(=O)(=O)c1ccc(S(=O)(=O)N2CCCC2)cc1 | 3 | 1 | -5 | -5% | 3 | -0.1% | -10 | -5% | -1%
COc1cccc(C=Nc2cc(C)cc(C)c2)c1O | 4 | -6 | 16 | -1% | 12 | -0.1% | -9 | 6% | -3%
Cc1nc(N2CCOCC2)sc1C(=O)NN | 6 | -5 | 29 | 0% | 17 | 1.9% | 7 | 1% | 3%
O=C(Nc1ccccc1-c1nnn(CC(=O)N2CCCc3ccccc32)n1)c1ccco1 | 4 | 2 | -9 | -4% | 5 | 2.8% | 14 | -1% | -9%
COc1cccc(CNC(=O)C(=O)NCCC2CCCCN2S(=O)(=O)c2cccs2)c1 (stereo not given) | 16 | -5 | -6 | -3% | 3 | 0.7% | -3 | -6% | -8%
Cn1nccc1C(=O)NC(=S)Nc1sc2c(c1C#N)CCCCC2 | 0 | -4 | -1 | -2% | 11 | 0.8% | -1 | -8% | -1%
CCC(=O)Nc1ccccc1-c1nnn(CC(=O)N2c3ccccc3CC2C)n1 (stereo not given) | 2 | -1 | -10 | -2% | -10 | 2.4% | 15 | -7% | -4%
COc1ccc(-c2nc(Cn3c(=O)cc(C)c4c(C)nn(-c5ccccc5)c43)c(C)o2)c(OC)c1 | 3 | -4 | -2 | -4% | -11 | 0.2% | -5 | -5% | -1%
CN(C(=O)c1cccnc1)c1nc(-c2ccccc2)cs1 | 0 | -5 | -4 | 4% | 6 | 1.1% | -1 | -15% | -7%

Shown comma-delimited: part of the list above
Molecule,D1 ag,D1 potentiator,LDHA inh,Glioma ERSR ind,D2 potentiator,RXFP1 agonist,D1 antagonist,Vif-A3F inh,Vif-A3G inh
COc1cccc(/C=N/n2c(=S)n(C)c3cc(C)c(C)cc32)c1OC,1,2,-7,-3%,11,2.3%,-20,9%,1%
O=C(CNC(=O)c1ccco1)NNC(=O)c1cccc(Cl)c1,.,.,0,-2%,.,.,.,-14%,3%
